H1N1 NS1A inhibition – NS1A inhibition, H1N1 influenza, cell based functional assay (AID 504329) | NS1A functional cell-based assay, percent inhibition; higher % means a stronger effect | 340,000 compounds, 0.3% hits | inhibition, % at 12.5 µM, or IC50 in µM where a hit was titrated; in the data active means a potency from the dose series; inconclusive means inhibition above about 27% without an active follow-up result; further: strong numbers were not always called active
M. tuberculosis HTS – M. tuberculosis growth inhibition, HTS (AID 449762) | one-dose inhibition, % at 25 µM; IC50 in µM for titrated hits | M. tuberculosis H37Rv growth inhibition, 7H9 media; higher % means a stronger effect | 330,000 compounds, 0.59% hits; in the data active means a potency from the dose series; inconclusive means inhibition above about 70% without an active follow-up result;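 further: bacterial growth assessed after seven days of incubation; strong numbers were not always called active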
inhibitors of VEEV – inhibitors of VEEV TC-83 cytopathic effect, confirmation, Vero cells (AID 588727) | inhibition, % at 20 µM; hits with a dose series show IC50 in µM | Vero cells, VEEV TC-83 cytopathic effect inhibition; higher % means a stronger effect | 350,000 compounds, 0.13% hits; in the data active means a potency from the dose series; inconclusive means inhibition mostly from about 14% at the one dose, without a potency; inactive means the rest, 99 in 100 with inhibition below about 12%; further: strong numbers were not always called active
Salmonella PhoP GFP – Inhibition of PhoP regulon, Salmonella typhi GFP reporter cells, confirmation, 4 h (AID 1850); Salmonella Typhi PhoP-promoter GFP reporter, fluorescence, 4 h; higher % means a stronger effect; one-dose inhibition, % at 50 µM; IC50 in µM for titrated hits; 310,000 compounds, 0.33% hits; in the data active means a potency from the dose series; inconclusive means inhibition mostly from about 25% at the one dose, without a potency; inactive means the rest, 99 in 100 with inhibition below about 19%;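 further: 0% = induced wells with vehicle and 100% = uninduced wells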
tuberculosis growth – growth inhibition of non-replicating M. tuberculosis (AID 488890); 320,000 compounds, 0.39% hits; Mycobacterium tuberculosis non-replicating, growth inhibition; higher % means a stronger effect; inhibition, % at 25 µM; hits with a dose series show IC50 in µM; in the data active means a potency from the dose series; inconclusive means inhibition mostly from about 82% at the one dose, without a potency; inactive means the rest, 99 in 100 with inhibition below about 76%;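 further: plate controls were DMSO cells for no effect and high antibiotic wells for full effect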
inhibitors of VEEV 10K pilot screen – second read-out of inhibitors of VEEV, no call of its own (marks repeat the call); inhibition, %; measured here: 10K pilot screen inhibition
An asterisk follows results filed as active; i = inactive; ? = inconclusive; · = no result given.

SMILES | H1N1 NS1A inhibition | M. tuberculosis HTS | inhibitors of VEEV | Salmonella PhoP GFP | tuberculosis growth | others
C=CCOC(=O)C1=C[C@H](c2ccc(C(F)(F)F)cc2)[C@@H](CCCO)[C@H](OCC)O1 | 3% | -5% | i | -1% | 5%
C=CCOc1ccc(C2CC(C)=NN2c2ccccc2)cc1 (stereo unspecified) | -3% | 4% | 0.9% | -6% | ·
CCCSc1nc2c(c(=O)n(C)c(=O)n2C)n1C | 4% | -4% | 0.9% | -3% | -6%
CC(=O)NCCn1c(SCC(=O)NC2CCCCC2)nc2ccccc2c1=O | 8% | -7% | 1.8% | 4% | 8%
CC(C)n1cnc2c(Nc3ccc(F)c(Cl)c3)nc(NCCO)nc21 | -8% | 11% | 7.8% | -29% | 21%
FC(F)(F)c1ccc(Cl)c(NC(=S)N/N=C/c2ccccc2Cl)c1 | · | -18% | i | 16% | -13%
O=C(C1=C[C@H](C2CCCCC2)C[C@H](OCc2ccc(CO)cc2)O1)N1CCOCC1 | -2% | 4% | i | -5% | 4%
CCN(C(=O)c1ccc2c(SCC(=O)O)c3c(nc2c1)CCC3)c1cc(Cl)ccc1OC | -10% | -2% | 0.4% | 8% | -1%
COc1cc(C(=O)NC(=S)Nc2ccc(Cc3ccncc3)cc2)cc(OC)c1OC | -7% | ? | 10% | -5% | 27%
Cc1nc(NC(C)c2ccccc2)sc1C(=O)Nc1ccccc1 (stereo unspecified) | 0% | 0% | 1.1% | -3% | 9%
CCOC(=O)c1sc(SC)c(C(C)=O)c1C | -1% | 3% | 3.0% | -1% | 22%
O=C(CCC1CCCC1)NCCS(=O)(=O)N1CCN(c2ccc(F)cc2)CC1 | 6% | 3% | i | -8% | 35%
COc1ccc(-c2nn(-c3ccccc3)cc2C(=O)NCC2CCCO2)cc1 (stereo unspecified) | -2% | 8% | 9.1% | -3% | 1%
COc1cccc(CNC(C)C(=O)Nc2ccc3c(c2)OCCO3)c1 (stereo unspecified) | -1% | 12% | i | 12% | 12%
COc1cccc2cc(-c3nnc(-c4ccccc4)o3)c(=O)oc12 | 1% | 1% | 0.5% | -6% | 79%
CCOC(=O)c1c(SCC(=O)Nc2nc(C)cs2)nc(=O)[nH]c1C | 1% | 6% | 0.3% | 8% | -4%
Cc1c(C(=O)N2CCC(C)CC2)oc2ccc3c(c12)C(O)CC1(CCCCC1)O3 (stereo unspecified) | -1% | 4% | 10% | 1% | 33%
COC(=O)NNC(=O)COc1ccc2ccccc2c1Br | -2% | -1% | 1.1% | -8% | 2%
C/C(=N\Nc1cccc(C(F)(F)F)c1)c1ccc(O)cc1 | 0% | ? | 3.9% | -32% | 62%
CCn1c(=NC(=O)CS(=O)(=O)c2ccccc2)sc2cccc(OC)c21 | -5% | 4% | 6.1% | 2% | 3%
Cn1c(NCc2c[nH]c3ccccc23)nc2ccccc21 | 6% | -5% | 0.7% | 0% | -3%
CC1CCN(S(=O)(=O)c2cccc(-c3nnc(-c4cccnc4)o3)c2)CC1 | -6% | -2% | 9.2% | -7% | 20%
CCOC(=O)c1ccccc1NC(=O)c1ccc(F)cc1 | -6% | -4% | i | -2% | 8%
CC(C)(C)NS(=O)(=O)c1ccc(NC(=S)NC(=O)C2CC2)cc1 | 0% | -3% | 4.7% | 6% | 31%
Cc1ccc2c(c1)N(C(=O)CCC(=O)NCCCN(C)Cc1ccccc1)CCO2 | 7% | -11% | i | 2% | -4%

Further compounds follow.
SMILES | H1N1 NS1A inhibition | M. tuberculosis HTS | inhibitors of VEEV | Salmonella PhoP GFP | tuberculosis growth | others
Cc1ccnc(NC(=O)CCC(=O)N(CC(=O)NCc2ccc(F)cc2)Cc2ccco2)c1 | -1% | 9% | 1.4% | 1% | -6%
COc1ccccc1NC(=O)NCCc1ccccc1 | -13% | 0% | 1.1% | -4% | 7%
O=C(CCCc1ccccc1)N=C1SC2CS(=O)(=O)CC2N1c1ccccc1 (stereo unspecified) | 2% | 1% | 0.2% | 2% | -15%
Cc1cc(-c2ccccc2)nc2oc(C(=O)NN)c(N)c12 | 1% | -4% | 2.7% | 5% | -14%
CCOC(=O)C(NC(=O)c1ccc(Cl)cc1Cl)(Nc1ccc(C)cc1)C(F)(F)F (stereo unspecified) | 10% | 3% | 7.7% | 3% | 7%
CC1=C(C(=O)OC(C)C)C(c2cccs2)n2ncnc2N1 (stereo unspecified) | 24% | -4% | 0.9% | -2% | 3%
O=C(CSc1nc2ccc(Cl)cc2[nH]1)NCCc1ccc(Cl)cc1 | -6% | -4% | i | -9% | 45%
CSCC(C)N1CCC(n2nccc2NC(=O)CCCc2ccccc2)CC1 (stereo unspecified) | 6% | 4% | 0.2% | -3% | 3%
CC1(C)CC(c2nc(-c3ccc(Cl)cc3)cs2)CCS1 (stereo unspecified) | -5% | 27% | 2.4% | 5% | 20%
COc1ccc(-n2c(SCC(=O)Nc3ccc4c(c3)OCO4)nc3c(c2=O)SCC3)cc1 | 3% | 3% | 9.3% | -4% | 40%
O=C1C=CC(=O)N1c1ccc(Nc2ccccc2)cc1 | 3% | · | i | · | ·
CCN(Cc1ccncc1)C(=O)c1cc(COc2ccc(OC)cc2Cl)on1 | -2% | 17% | 3.6% | -6% | 31%
COc1ccc(C(=O)N2CCc3cc(OC)c(OC)cc3C2c2ccc(OC)c(OC)c2)cc1OC (stereo unspecified) | -5% | 7% | 0.2% | -6% | -5%
O=C(Cn1cncn1)NCc1cccc(OC(F)F)c1 | -9% | -4% | 0.1% | -3% | -12%
CCN(CC)CCN(C(=O)C1=COCCO1)c1nc2ccc(C)cc2s1 | 9% | 4% | i | -13% | -6%
CCCCOc1ccc(C(=O)NCC(=O)NCCOc2ccccc2OC)cc1 | -4% | 4% | 1.6% | · | 23%
CCN(CC)CCN1C(=O)c2ccccc2NC1c1ccc(C)cc1 (stereo unspecified) | 2% | 2% | 0.4% | -9% | 2%
Cc1ccc(C)c(NC(=O)c2cc3ccccc3o2)c1 | 18% | ? | 1.2% | 0% | 76%
CN1Cc2c(N3CCOCC3)nc(SCCC#N)c(C#N)c2CC1(C)C | 1% | -14% | i | -8% | -8%
CCc1nccn1CCC(=O)NC1CC(C)(C)Cc2c1cnn2-c1ccc(C)cc1 (stereo unspecified) | -9% | -11% | i | -7% | 19%
COc1ccc(CN=C2Nc3ccccc3CS2)cc1 | 3% | 11% | 0.6% | -2% | 50%
CCN(CC)C(c1ccc(F)cc1)c1nnnn1C1CCCCC1 (stereo unspecified) | -10% | -2% | i | -5% | 9%
Cc1ccc(-c2nc3cccnc3s2)cc1NC(=O)C1c2ccccc2Oc2ccccc21 | 3% | · | 1.6% | · | ·
Cc1cc(C(=O)N/N=C/c2ccc(O)c(O)c2O)c(C)n1-c1ccccc1 | 19% | · | 0.7% | · | ·
CC(C)N1CCC(N2CCN(Cc3ccc(Oc4ncccn4)cc3)CC2CCO)CC1 (stereo unspecified) | 0% | 3% | 0.4% | 20% | -11%

(further entries)
SMILES | H1N1 NS1A inhibition | M. tuberculosis HTS | inhibitors of VEEV | Salmonella PhoP GFP | tuberculosis growth | others
Cc1[nH]c2ccccc2c1C1=NNC(=Nc2ccc(F)cc2)SC1 | -8% | ? | 11% | -6% | 17% | inhibitors of VEEV 10K pilot screen=4.9
CCCN1C(=O)C(O)(CC(=O)c2ccc3c(c2)OCCO3)c2ccccc21 (stereo unspecified) | 6% | -2% | 2.1% | 6% | 4%
Cc1ccc(/C=N/NC(=O)CNC(=O)c2ccc(S(=O)(=O)N(C)C)cc2)o1 | -6% | 6% | 1.1% | -5% | -1% | inhibitors of VEEV 10K pilot screen=1.6
Cc1c(Cc2ccccc2)c(=O)oc2cc(OCc3ccc(C(=O)O)cc3)ccc12 | 5% | -2% | 1.3% | -15% | 8% | inhibitors of VEEV 10K pilot screen=0.4
C=CCOC1COC2C(OCC=C)COC12 (stereo unspecified) | -2% | · | 0.3% | · | ·
CCCCC(=O)N/N=C/c1ccc(Sc2cccc3cccnc23)o1 | 2% | 4% | 8.2% | 0% | 5%
C=CCN1CC2(c3ccccc3)CN(CC=C)CC(c3ccccc3)(C1)C2=O | -15% | 7% | 1.9% | -2% | 11%
CN1CCN(C(=O)CCNC(=O)Cn2cnc3ccccc3c2=O)CC1 | 4% | 5% | i | 8% | -5%
CCOc1ccccc1C(=O)NCC(=O)NCC1CCCCC1 | -5% | -3% | 2.6% | 5% | 1%
Cc1ccc(N2CC(C(=O)NC3CCSC3=O)CC2=O)cc1 (stereo unspecified) | -4% | -3% | 1.8% | 14% | 3%
C[C@@H]1CN([C@@H](C)CO)C(=O)c2cc(NC(=O)CCC(F)(F)F)ccc2O[C@H]1CN(C)Cc1ccc(Cl)c(Cl)c1 | 16% | ? | 5.3% | · | 60%
COC(=O)[C@H](Cc1ccccc1)NC(=O)Cn1cnc(C(=O)Nc2ccc(C)c(C)c2)n1 | -8% | · | 0.8% | · | ·
Cn1c(SCC(=O)Nc2ccccc2O)nnc1-c1ccco1 | -8% | 4% | 2.7% | -12% | 10%
O=S(=O)(NCc1ccccc1)c1cccc2cccnc12 | -3% | 3% | 0.8% | -3% | -4%
Cc1nc2ccc(NC(=O)/C=C/C(=O)O)cc2nc1C | -1% | -3% | 0.3% | -13% | 9%
CCOc1cccc(CN2CCN(CCCc3ccccc3)C(CCO)C2)c1O (stereo unspecified) | -1% | 5% | i | -10% | 10%
CC(C)(C)c1ccc(C(=O)NC(=O)CSc2n[nH]c(N)n2)cc1 | 4% | 3% | i | · | 4%
CCOC(=O)N1CCN(C(=O)c2cc3c(-c4cccc(OC)c4)nn(C)c3s2)CC1 | -3% | -9% | ? | -7% | 3%
CCCCN(Cc1cc2cc(C)ccc2[nH]c1=O)C(=O)c1ccccn1 | -1% | -1% | 0.0% | 6% | 15%
CC1(C)CC(=O)C=C(c2cccs2)C1 | -4% | 5% | 0.6% | -5% | -10%
Cc1nn(CC2CCCCC2)c(N)c1-c1ccccc1 | -11% | 5% | i | -19% | 11%
CCCOc1cccc(C(=O)Nc2cccnc2)c1 | 3% | -8% | 0.1% | -1% | 18%
COc1cc2c(cc1OC)C1=C(C#N)CC/C(=N\S(=O)(=O)c3cccc(Cl)c3)N1CC2 | -2% | 1% | 0.5% | 0% | 22%
CN1CCN(C2=Cc3cc(Cl)ccc3Sc3cc(F)ccc32)CC1 | 26% | ? | 0.9% | 45µM* | 15%
CC1(OC(=O)CCc2ccccc2)C(=O)C=C2C=C(c3ccc(C#N)cc3)N(Cc3ccccc3)C=C2C1=O (stereo unspecified) | 24% | -1% | i | -1% | 8%

Structures listed so far that have a tert-butyl group, in the order listed:
SMILES | H1N1 NS1A inhibition | M. tuberculosis HTS | inhibitors of VEEV | Salmonella PhoP GFP | tuberculosis growth | others
CC(C)(C)NS(=O)(=O)c1ccc(NC(=S)NC(=O)C2CC2)cc1 | 0% | -3% | 4.7% | 6% | 31%
CC(C)(C)c1ccc(C(=O)NC(=O)CSc2n[nH]c(N)n2)cc1 | 4% | 3% | i | · | 4%

Structures above containing a thiophene ring, fused or not:
SMILES | H1N1 NS1A inhibition | M. tuberculosis HTS | inhibitors of VEEV | Salmonella PhoP GFP | tuberculosis growth | others
CCOC(=O)c1sc(SC)c(C(C)=O)c1C | -1% | 3% | 3.0% | -1% | 22%
CC1=C(C(=O)OC(C)C)C(c2cccs2)n2ncnc2N1 (stereo unspecified) | 24% | -4% | 0.9% | -2% | 3%
CCOC(=O)N1CCN(C(=O)c2cc3c(-c4cccc(OC)c4)nn(C)c3s2)CC1 | -3% | -9% | ? | -7% | 3%
CC1(C)CC(=O)C=C(c2cccs2)C1 | -4% | 5% | 0.6% | -5% | -10%

Next section:
SMILES | H1N1 NS1A inhibition | M. tuberculosis HTS | inhibitors of VEEV | Salmonella PhoP GFP | tuberculosis growth | others
Cc1cccc(C(=O)NCCC(=O)Nc2ccc(C)c(F)c2)c1 | 2% | 25% | 1.4% | -3% | 27%
CCOc1ccc(C(=O)O)cc1OC | -5% | 4% | 0.4% | 15% | -13%
CC1CCC2C(=O)N(c3ccc(C(=O)Oc4cccc5cccnc45)cc3)C(=O)C2C1 (stereo unspecified) | 6% | ? | 0.4% | 1% | ?
CN1CCN(C(=O)c2ccccc2-c2nc(-c3ccccc3)no2)CC1 | -4% | 5% | 1.4% | 1% | 3%
O=C(CCCN1C(=O)/C(=C/c2ccccc2Cl)SC1=S)NNC(=O)c1ccc(Cl)cc1Cl | -8% | 5% | 2.6% | 0% | -1%
COc1ccc2c(CCNC(=O)Nc3ccccc3)c[nH]c2c1 | 6% | -3% | 0.3% | -5% | 19%

Screening results (PubChem)
